GPR35 antagonists: inhibition of zaprinast-stimulated GPR35 beta-arrestin translocation – imaging, U2OS, beta-arrestin-GFP, zaprinast agonist, primary screen (AID 2058) | U2OS GPR35 beta-arrestin-GFP translocation imaging, zaprinast antagonism; higher % means a stronger effect | inhibition, % at 10 µM; hits with a dose series show IC50 in µM | actives 0.052% (n = 290,000);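 active means inhibition of at least 50% with at least 30 cells and total cytoplasm GFP at most 10,000,000; inconclusive means under 30 cells or total GFP of 10,000,000 plus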
Siah-1 displacement: Siah-1 peptide-binding antagonists, primary screen, biochemical, fluorescence polarization, rhodamine-plectin, uHTS (AID 1817); Siah-1 / rhodamine-plectin peptide fluorescence polarization; higher % means a stronger effect; displacement, % at 20 µM, or IC50 in µM where a hit was titrated; actives 0.02% (n = 290,000);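 active means displacement of at least 50% at 20 µM, with a fluorescence ratio check between 0.3 and a set limit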;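 further: plate controls were Siah plus tracer with DMSO for no effect and tracer alone without Siah for full effect; strong numbers were not always called active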
GPR55 antagonists: inhibition of LPI-stimulated GPR55 beta-arrestin translocation – imaging, U2OS, beta-arrestin-GFP, LPI agonist, primary screen (AID 2013). U2OS GPR55 beta-arrestin-GFP translocation imaging, LPI antagonism; higher % means a stronger effect. inhibition, % at 10 µM, or IC50 in µM where a hit was titrated. actives 0.13% (n = 290,000);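 active means spots per cell inhibited over 60%, with over 100 cells counted and total cytoplasm intensity under 500,000; inconclusive means wells with under 100 cells, flagged as likely toxic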;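 further: U2OS cells stably carrying GPR55 and arrestin-GFP stimulated by 5 µM LPI near EC80; imaged beta-arrestin-GFP aggregate spots per cell after agonist stimulation; plate controls were LPI-stimulated DMSO wells for no effect and DMSO wells without LPI for full effect; some results filed as inactive read as strong as hits; confirmed hits need IC50 under 10 µM and bright autofluorescent wells are also inconclusive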
HIV peptide binding: inhibitors of HIV fusion peptide binding, primary screen, biochemical, uHTS, fluorescence dequenching (AID 1986). cell-free peptide binding, fluorescence dequenching, 30 min; higher % means a stronger effect. inhibition, % at 20 µM; hits with a dose series show IC50 in µM. actives 0.3% (n = 290,000); in the data active means inhibition mostly above about 52%, no sharp cut-off; inactive means mostly below about 76%; further: some results filed as inactive read as strong as hits
KOR beta-arrestin-1: kappa opioid receptor activators – cell-based, luminescence, uHTS, primary screen (AID 1777); KOR beta-arrestin recruitment, luminescence; higher % means a stronger effect; activation, % at 10 µM; hits with a dose series show EC50 in µM; actives 0.02% (n = 280,000); in the data active means activation above about 50%, passing the limit was not always enough; further: a part of the inactive calls stands beside numbers as strong as those of hits
NOD1 inhibition: NOD1 signaling inhibitors, primary screen, cell-based, luminescence, uHTS (AID 1578) | NOD1-driven NF-kB luciferase reporter cells, luminescence; higher % means a stronger effect | inhibition, % at 4 µM; hits with a dose series show EC50 in µM | actives 1% (n = 290,000); in the data active means inhibition mostly above about 36%, no sharp cut-off; inactive means mostly below about 34%;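 further: HEK-293T reporter cells stimulated with the NOD1 agonist gamma-tri-DAP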
AID2073: disruptors of CaV2.2 binding to Mint1 – biochemical, HTRF (AID 2073); HTRF protein-protein interaction, Mint1-CaV2.2; higher % means a stronger effect; one-dose inhibition, % at 20 µM; IC50 in µM for titrated hits; actives 0.19% (n = 290,000); in the data active means inhibition mostly above about 51%, no sharp cut-off; inconclusive means no clear call, values can overlap the other calls; inactive means mostly below about 53%; further: some results filed as inactive read as strong as hits
KOR beta-arrestin-2: kappa opioid receptor blockers – cell-based, luminescence, uHTS (AID 1778); KOR beta-arrestin recruitment, luminescence, antagonist mode; higher % means a stronger effect; one-dose inhibition, % at 10 µM; IC50 in µM for titrated hits; actives 0.091% (n = 290,000); in the data active means inhibition above about 50%; further: strong numbers were not always called active
GPR55 activation: selective activators of receptor GPR55 – imaging, U2OS cells, beta-arrestin-GFP redistribution, primary screen (AID 1961); U2OS GPR55 beta-arrestin-GFP redistribution imaging; higher % means a stronger effect; activation, % at 10 µM; hits with a dose series show EC50 in µM; actives 0.048% (n = 290,000);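 active means activation above 40% with more than 50 cells counted in the well; inconclusive means wells holding fewer than 50 cells, flagged as toxic or sparse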;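 further: U2OS osteosarcoma cells stably expressing GPR55 and beta-arrestin-GFP; plate controls were DMSO negative control for no effect and LPI positive control for full effect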
Active calls of the source: *; ? = inconclusive; / = not tested or not shown; [ ] = dose if it differs, or a comment. These rows are one share of the data, so the mix of outcomes need not match the whole.

SMILES	GPR35 antagonists	Siah-1 displacement	GPR55 antagonists	HIV peptide binding	KOR beta-arrestin-1	NOD1 inhibition	AID2073	KOR beta-arrestin-2	GPR55 activation
COc1ccc2c(c1OC)C(=O)N1c3ccccc3C(=O)N(c3ccccc3F)C21 (configuration not stated)	-3%	6%	12%	-0.6%	-4.1%	/	-5%	-10%	0.3%
CC(C)CC(=O)/C(=C\c1ccc(Cl)cc1Cl)n1cncn1	28%	9%	14%	1.3%	21%	/	14%	-11%	9.1%
Cc1cccc(OC(C)C(=O)N(Cc2cccs2)C2CCS(=O)(=O)C2)c1C (configuration not stated)	7%	1%	11%	0.3%	/	-1%	24%	3%	-0.1%
CCN(CC)C(=O)c1cc(C(C)(C)C)c(O)c(C(C)(C)C)c1	-4%	7%	-7%	-1.1%	0.9%	6%	-5%	23%	-0.3%
Cc1sc2nc(C3CC3)nc(N3CCN(C(=O)c4ccc(Cl)cc4)CC3)c2c1C	-6%	-2%	0%	1.8%	17%	0%	-4%	-48%	-0.1%
CC(C)C1Nc2ccc(S(N)(=O)=O)cc2C2C=CCC21 (configuration not stated)	-2%	3%	3%	13%	-4.9%	-15%	2%	12%	0.5%
N#C/C(=C\c1ccccc1Cl)C(=O)Nc1ccccn1	11%	2%	-2%	-1.6%	-3.3%	-11%	18%	-2%	0.4%
O=C(Nc1cccc(O)c1)c1ccc(Br)cc1	10%	-2%	-8%	-1.7%	3.0%	-29%	0%	-2%	-0.1%
CCC1CCCCN1S(=O)(=O)c1ccc([N+](=O)[O-])cc1 (configuration not stated)	4%	1%	2%	-0.7%	-3.0%	1%	9%	-30%[20 µM]	0.9%
CC1(C)C(=O)Nc2ccccc2N1C(=O)COC(=O)C1CCCCC1	-17%	0%	11%	-0.7%	1.6%	-1%	24%	12%	0.0%
O=C(CSc1ncnc2ccccc12)Nc1cc(S(=O)(=O)N2CCCCC2)ccc1Cl	-14%	5%	11%	3.5%	2.1%	26%	30%	-6%	-0.3%
Cc1ccc(Cl)cc1N1CCN(C2CCCCC2NS(=O)(=O)c2ccccc2)CC1 (configuration not stated)	-9%	-1%	-14%	-1.4%	-0.4%	-18%	2%	-18%	0.2%
O=C(NCc1nnc(SCC(=O)N2CCCc3ccccc32)o1)c1ccco1	4%	-2%	10%	-0.9%	-2.2%	0%	?	-17%	-0.4%
Cc1cc(C)c(S(=O)(=O)N2CCOC2CNC(=O)C(=O)NCCCN2CCCC2=O)c(C)c1 (configuration not stated)	3%	6%	9%	1.2%	0.4%	5%	-3%	2%	-0.2%
COc1ccccc1NS(=O)(=O)c1ccc2ccccc2c1	4%	1%	-1%	0.2%	-5.2%	2%	-6%	19%	0.0%
CCCCn1c(SCC(=O)c2ccc3c(c2)OCCO3)nnc1-c1ccco1	11%	4%	8%	4.1%	3.1%	-16%	5%	-1%	-0.1%
S=c1nc(-c2ccccc2)n(CCCN2CCOCC2)c2c1CCCC2	-9%	7%	9%	2.3%	35%	-13%	-8%	-4%	0.3%
COc1ccc(C(C(=O)NC2CCCC2)N(Cc2ccccc2)C(=O)CNC(=O)c2ccco2)cc1 (configuration not stated)	-2%	-4%	52%	0.5%	-3.2%	-1%	-2%	-25%	-0.1%
O=S(=O)(NCC1CCCO1)c1ccc(Cl)c(C(F)(F)F)c1 (configuration not stated)	2%	4%	16%	-0.8%	-1.4%	-4%	-1%	20%	-0.1%
CCS(=O)(=O)Nc1c(C(=O)OC)[nH]c2ccccc12	-1%	-4%	-10%	1.1%	4.4%	-3%	4%	-46%	-0.2%
CCOC(=O)N1CCN(C(=O)CSc2ccc(C(=O)OC)cc2[N+](=O)[O-])CC1	-6%	2%	-10%	-1.8%	-5.0%	-2%	-12%	6%	0.0%
S=c1[nH]c2cc(Br)cnc2[nH]1	11%	2%	9%	1.3%	-0.1%	10%	5%	12%	0.6%
O=C(CNC(=O)c1cccs1)OCC(=O)c1ccc([N+](=O)[O-])cc1	-7%	4%	-5%	-0.8%	/	-9%	44%	-18%[20 µM]	-0.1%
O=C(COc1ccccc1F)N1c2ccccc2CCc2ccccc21	-1%	10%	11%	1.4%	-5.1%	3%	8%	6%	1.0%
Cc1cccc(N=C2NC(=O)/C(=C/c3cccs3)S2)c1	6%	6%	4%	5.2%	0.7%	40%	-1%	-53%	0.2%

3 structures already listed, sorted by length of the SMILES, high to low:
SMILES	GPR35 antagonists	Siah-1 displacement	GPR55 antagonists	HIV peptide binding	KOR beta-arrestin-1	NOD1 inhibition	AID2073	KOR beta-arrestin-2	GPR55 activation
CCOC(=O)N1CCN(C(=O)CSc2ccc(C(=O)OC)cc2[N+](=O)[O-])CC1	-6%	2%	-10%	-1.8%	-5.0%	-2%	-12%	6%	0.0%
CC(C)CC(=O)/C(=C\c1ccc(Cl)cc1Cl)n1cncn1	28%	9%	14%	1.3%	21%	/	14%	-11%	9.1%
S=c1[nH]c2cc(Br)cnc2[nH]1	11%	2%	9%	1.3%	-0.1%	10%	5%	12%	0.6%

The list continues.
SMILES	GPR35 antagonists	Siah-1 displacement	GPR55 antagonists	HIV peptide binding	KOR beta-arrestin-1	NOD1 inhibition	AID2073	KOR beta-arrestin-2	GPR55 activation
S=C1NCCc2ccc(Cl)cc2C1c1ccccc1Cl (configuration not stated)	6%	6%	38%	3.1%	-1.3%	-21%	-12%	2%	-0.2%
COc1ccccc1OCCCn1c(=O)sc2ccccc21	-5%	0%	9%	4.0%	-9.9%	-28%	1%	9%	-0.2%
COc1ccc(NC2CCCN(C(=O)c3ccc4nc(C)c(C)nc4c3)C2)cc1OC (configuration not stated)	-9%	4%	5%	0.5%	-4.7%	-15%	-24%	-2%	-0.2%
Cc1ccc(C(=O)NC(=S)Nc2ccc3[nH]c(=O)[nH]c3c2)cc1	-2%	-3%	6%	-1.0%	0.9%	-13%	-9%	-12%	0.3%
COc1c(Cl)cc(Cl)cc1C(=O)Nc1ccc(C(=O)O)cc1	-6%	-2%	9%	5.3%	2.0%	-36%	1%	-35%	0.5%
O=C(c1ccccc1)c1cccn1CC(=O)N1CCN(c2ccc(F)cc2)CC1	20%	-1%	-2%	-1.2%	1.8%	-13%	6%	7%	0.0%
CN(C)S(=O)(=O)c1ccc(C(=O)N2CCOCC2)cc1	11%	3%	1%	-1.3%	-6.4%	-10%	-2%	4%	0.5%
COc1ccccc1NC(=O)Cc1noc(CSc2nnc(N)s2)n1	-8%	-5%	5%	4.5%	-3.8%	-19%	10%	-22%	-0.1%
CCOc1ccccc1NC(=O)C1CCCN(S(=O)(=O)c2ccc(OC)c(C)c2)C1 (configuration not stated)	0%	-1%	-2%	-1.8%	5.3%	-3%	2%	3%	-0.1%
CC(=O)Nc1ccc(C(=S)NCc2ccco2)cc1	3%	-3%	7%	3.6%	0.6%	-23%	33%	16%	-0.1%
O=C(Cn1ncc2c([nH]c3ccccc32)c1=O)NCC1CCN(Cc2ccc(F)cc2)CC1	-7%	-1%	1%	1.9%	15%	9%	13%	-43%	-0.2%
COc1ccc(N2COC3c4cccc5cccc(c45)C32)cc1 (configuration not stated)	0%	8%	2%	17%	3.3%	-26%	-4%	-118%	-0.1%
O=C(Nc1ccc(NC(=S)NC(=O)c2cccs2)cc1)c1ccco1	10%	32%	-8%	23%	/	-42%	1%	-37%[20 µM]	-0.2%
Cc1ccnc(NC(=O)c2ccccc2NC(=O)c2ccccc2)c1	3%	-4%	5%	-0.4%	-13%	-1%	-2%	17%	-0.1%
CCc1nc2ccc(C(=O)NCCc3ccccc3OC)cc2nc1CC	6%	1%	-9%	-2.0%	2.7%	-16%	1%	-17%	-0.2%
COc1ccc(C(=O)NC(C)c2nc3ccccc3n2C)cc1OC (configuration not stated)	-6%	-5%	-5%	-1.2%	-0.3%	36%	-4%	-27%	-0.1%
Cc1ccc(C(=O)n2c3ccccc3c3ccccc32)cc1	0%	4%	-18%	-1.9%	-6.7%	7%	6%	-15%	-0.1%
FC(F)(F)c1cccc(NC(=S)NC2CCCC2)c1	-22%	3%	9%	2.0%	1.5%	-24%	25%	19%	0.3%
CCOc1ccc(/C(O)=C2/C(=O)C(=O)N(CCCN3CCOCC3)C2c2ccc(C)cc2)cc1C (configuration not stated)	-1%	12%	7%	-2.1%	-0.9%	-24%	3%	-17%[20 µM]	-0.2%
COC(=O)C1=C(C)N(C)C(=O)NC1c1ccc(O)c(Cl)c1 (configuration not stated)	-2%	14%	5%	1.2%	1.2%	-21%	8%	-50%[20 µM]	-0.1%
CN1CCN(S(=O)(=O)c2ccc3c(c2)oc(=O)n3C)CC1	6%	-4%	3%	8.7%	-3.2%	-29%	-2%	0%	-0.2%
COCCCNC(=O)CN1CCN(Cc2ccccc2Cl)C1=O	-5%	-5%	-11%	-1.1%	9.1%	30%	38%	-20%	0.2%
O=C(COC(=O)CSc1ccc([N+](=O)[O-])cc1)NCC1CCCO1 (configuration not stated)	-6%	-2%	-7%	-1.0%	5.9%	-6%	-18%	-37%	-0.1%
Cc1cc(-c2nn3c(-c4ccccc4)nnc3s2)c2ccccc2n1	-10%	3%	0%	-3.2%	2.8%	-27%	13%	-8%	0.2%
NC(=O)Cc1nc(-c2ccc(F)cc2)cs1	-2%	7%	13%	2.0%	0.7%	4%	-1%	6%	-0.1%
O=C(C1=C[C@H](c2csc3ccccc23)C[C@H](OCCCCO)O1)N1CCOCC1	11%	2%	9%	-0.7%	-5.0%	-7%	11%	-18%	0.1%
O=C(O)c1csc(N/N=C/c2ccc(Br)cc2)n1	6%	-11%	4%	43%	-0.5%	-31%	27%	-10%	-0.5%
O=C(NCCN1CCCCCC1)C1CCCN1S(=O)(=O)c1cccc2nsnc12 (configuration not stated)	4%	0%	1%	1.0%	-3.0%	-6%	4%	19%	-0.2%

Whole records from above. Order of values: GPR35 antagonists	Siah-1 displacement	GPR55 antagonists	HIV peptide binding	KOR beta-arrestin-1	NOD1 inhibition	AID2073	KOR beta-arrestin-2	GPR55 activation
`CN(C)S(=O)(=O)c1ccc(C(=O)N2CCOCC2)cc1` as listed: 11%	3%	1%	-1.3%	-6.4%	-10%	-2%	4%	0.5%
`COCCCNC(=O)CN1CCN(Cc2ccccc2Cl)C1=O` as listed: -5%	-5%	-11%	-1.1%	9.1%	30%	38%	-20%	0.2%
`O=C(c1ccccc1)c1cccn1CC(=O)N1CCN(c2ccc(F)cc2)CC1` as listed: 20%	-1%	-2%	-1.2%	1.8%	-13%	6%	7%	0.0%
`CC1(C)C(=O)Nc2ccccc2N1C(=O)COC(=O)C1CCCCC1` as listed: -17%	0%	11%	-0.7%	1.6%	-1%	24%	12%	0.0%
`O=C(Nc1cccc(O)c1)c1ccc(Br)cc1` as listed: 10%	-2%	-8%	-1.7%	3.0%	-29%	0%	-2%	-0.1%

Screening data as filed in PubChem BioAssay.
